Screens: PubChem, National Center for Advancing Translational Sciences (NCATS)
RORgamma inh: blocks mouse ROR gamma transcriptional activity. Potency, µM (top dose mostly 53.6 µM), without a hit: at the top dose activity change, negative = inhibition, most hits filed as inhibitors. 5.4% of 310,000 active. Drosophila S2 Gal4-RORgamma UAS-luciferase reporter, 20 h. P51450. AID 2551; note: nearly all actives have a fitted effect of over 60% in size
Target sequence (P51450 whole entry, looked up, the tested form may be a part): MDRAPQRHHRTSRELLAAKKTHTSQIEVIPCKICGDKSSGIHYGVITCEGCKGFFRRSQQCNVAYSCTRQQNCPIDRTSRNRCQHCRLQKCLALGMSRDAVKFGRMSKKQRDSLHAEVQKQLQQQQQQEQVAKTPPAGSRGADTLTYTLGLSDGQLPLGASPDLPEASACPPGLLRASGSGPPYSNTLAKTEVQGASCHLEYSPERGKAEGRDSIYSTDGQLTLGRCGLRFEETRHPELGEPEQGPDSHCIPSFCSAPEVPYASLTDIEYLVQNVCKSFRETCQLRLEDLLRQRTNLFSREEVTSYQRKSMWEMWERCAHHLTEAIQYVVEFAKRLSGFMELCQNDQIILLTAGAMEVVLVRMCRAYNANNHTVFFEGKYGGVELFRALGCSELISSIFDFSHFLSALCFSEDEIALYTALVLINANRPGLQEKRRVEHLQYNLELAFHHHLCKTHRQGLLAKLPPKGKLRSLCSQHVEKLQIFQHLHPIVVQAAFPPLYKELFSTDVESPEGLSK
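ROR gamma transcriptional activity was tracked as Gal4-UAS luciferase output in stably transfected Drosophila Schneider cells, with compound added 1 hr before 700 uM copper sulfate induction and a 20 hr ambient-temperature incubation.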
VP16 counter: Gal4-VP16 reporter inhibition counter-screen; Drosophila S2 Gal4-VP16 UAS-luciferase, luminescence, 20 h; Potency, µM (titrated, usually from 53.6 µM), inactives show top-dose activity, negative = inhibition, usual class: inhibitors; 3.5% of 310,000 active; AID 2546;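 note: Gal4-VP16 expression switched on by copper sulfate through the metallothionein promoter; nearly all actives have a fitted effect of over 50% in size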
Active calls of the source: *; ? = inconclusive; [ ] = remark or other dose. Calls come from the whole dose curve; as a rule, active = well fitted curve in the direction sought with a large enough effect; inconclusive = small, poorly fitted or top-dose-only effect, or another doubt; inactive = no such curve, though single readings can be large; an effect the other way counts as inactive or inconclusive. % is set by controls: 0 for no effect and ±100 for the full control effect; potency is the fitted concentration of half-maximal effect. Only part of the results is shown; rates above refer to the full screens.

SMILES | RORgamma inh | VP16 counter
COCCN(CCOC)c1nc(C)nc2c1nc(-c1ccccc1)n2CCN(C)C | -16% | 15%
COC(=O)[C@@]1(Cc2ccc(OC)cc2)[C@@H]2[C@@H](CC(=O)[C@H]2CC(=O)C(=O)N2CCCC2)CN1C(=O)c1ccccc1 | -16% | 4%
CO[C@@H]1/C=C\CC(=O)N2CCC[C@@H]2C(=O)OC[C@H](C)C(=O)OC[C@H]1C | 13%[10 µM] | 3%[10 µM]
C=CCCCCCCCCCCC/C=C/C(O)COC(C)=O (stereo unspecified) | -10% | 0%
Cc1cnc(CNc2ncncc2-c2ccc3c(c2)OCO3)cn1 | -4% | -15%
Cc1cc2nc3c(=O)[nH]c(=O)nc-3n(CC(O)C(O)C(O)CO)c2cc1C (stereo unspecified) | -37% | 1%
COC(C)(C)CCCC(C)C/C=C/C(C)=C/C(=O)O (stereo unspecified) | 25% | -1%
CCCC[C@@H]1C[C@H]1C(NC(=O)c1cccs1)c1ccc(C(F)(F)F)cc1 (stereo partly specified) | -25% | 1%
Cc1cc(=O)c2c(O)c3c(O)cc(O)c4c5c(O)cc(O)c6c(O)c7c(=O)cc(C)c8c1c2c(c34)c(c65)c78 | -21% | -18%
O=c1c(-c2cc(F)cc(F)c2)nc2cnc(N3CCOCC3)nc2n1CCc1ccccc1 | 1% | 2%
C[C@@H]1C[C@](C)(C(=O)c2ccc3ccccc3c2)C=C1c1ccc2ccccc2c1 | -5% | 1%
CN1C(=O)C[C@H](C(=O)O)[C@@H]1c1cccnc1 | -1% | -4%
N#Cc1cccc(NC(=O)N2CCCC3(CCN(C(=O)c4ccncc4)CC3)C2)c1 | 5% | 6%
COc1ccccc1-c1cncnc1-n1ccnc1 | -6% | 1%
Cc1noc(C)c1-c1nccc(NCc2ccccc2)n1 | -5% | 5%
CCCCCCNC(=O)n1cc(F)c(=O)[nH]c1=O | -7% | -10%
CC(=O)Nc1ccc(SCC(CC(C)C)N2CCN(CCc3ccccc3)CCC2=O)cc1 (stereo unspecified) | -9% | -25%
COc1cccc(-c2cc(N(C)Cc3ccco3)ncn2)c1 | ? | 1%
CN(C)C(=O)c1ccc(-c2ccc3ncnc(NCc4cccs4)c3c2)cc1 | 1% | -3%
Clc1ccccc1-c1cc(NCc2ccccc2)ncn1 | -1% | 26%
Cn1c(=O)c(CCc2ccccc2)nc2cnc(N3CCNCC3)nc21 | -10% | 7%
C/C=C\C1=CCCC1Nc1ncnc2ccc(-c3c(C)noc3C)cc12 (stereo unspecified) | 11µM* | ?
Cc1nc(Nc2ccccc2)c2nc(-c3ccccc3)n(CCCN3CCCCC3C)c2n1 (stereo unspecified) | -16% | -13%
CC[C@H](C)[C@H](NC(=O)[C@H](C)NC(=O)[C@H](CC(N)=O)NC(=O)[C@H](CCCCN)NC(=O)[C@H](Cc1ccccc1)NC(=O)[C@H](CC(C)C)NC(=O)[C@@H](NC(=O)[C@@H](NC(=O)[C@H](CC(C)C)NC(=O)[C@@H]1CCCN1C(=O)[C@@H](NC(=O)[C@H](CCC(N)=O)NC(=O)[C@H](CO)NC(=O)[C@H](CCCCN)NC(=O)[C@H](CCC(=O)O)NC(=O)[C@H](CO)NC(=O)[C@@H](NC(=O)[C@H](CCSC)NC(=O)[C@H](Cc1ccccc1)NC(=O)CNC(=O)CNC(=O)[C@@H](N)Cc1ccc(O)cc1)[C@@H](C)O)[C@@H](C)O)C(C)C)[C@@H](C)O)C(=O)N[C@H](C(=O)N[C@@H](CCCCN)C(=O)N[C@@H](CC(N)=O)C(=O)N[C@@H](C)C(=O)N[C@@H](Cc1ccc(O)cc1)C(=O)N[C@@H](CCCCN)C(=O)N[C@@H](CCCCN)C(=O)NCC(=O)N[C@@H](CCC(=O)O)C(=O)O)[C@@H](C)CC | -20% | 7%
CC(C)(C)N1C(=O)[C@H]2[C@H]3[C@H](O)[C@H](O)C/C(=N/OCc4ccccc4)[C@@H]3CC[C@@H]2C1=O | 6%[10 µM] | -2%[10 µM]
O=C(c1cnccn1)N1CCC[C@@]2(CCN(Cc3ccncc3)C2)C1 | -3% | -9%
O=C(/C=C/c1c(C(=O)O)[nH]c2cc(Cl)cc(Cl)c12)Nc1ccccc1 | -12% | -7%
CC(=O)OCC1=C(C(=O)O)N2C(=O)[C@@H](NC(=O)Cc3cccs3)[C@@H]2SC1 | -12%[16.9 µM] | 2%[17 µM]
C[C@@H]1CC2C3CCC4=CC(=O)C=C[C@]4(C)[C@@]3(F)[C@@H](O)C[C@]2(C)[C@@]1(O)C(=O)COC(=O)c1cccc(S(=O)(=O)O)c1 (stereo partly specified) | 22% | 6%
CC(=O)OCC1OC(C#CC2=CCCCC2)C=CC1OC(C)=O (stereo unspecified) | 13%[10 µM] | 8%[10 µM]
CC(C)=CCC[C@](C)(O)C1CC=C(C)CC1 (stereo partly specified) | 5% | 1%
COC(=O)[C@@]1(Cc2ccccc2)[C@H]2c3cc(C(=O)N4CCCC4)n(Cc4ccc(S(C)(=O)=O)cc4)c3C[C@H]2CN1C(=O)c1ccccc1 | 30% | 21%
C[C@H](NC[C@H](O)CP(=O)(O)Cc1ccccc1)c1ccc(Cl)c(Cl)c1 | 6% | 2%
Cc1c(-c2ccccc2)oc2c(C(=O)OCCN3CCCCC3)cccc2c1=O | -5%[2.98 µM] | -12%[17 µM]
COC(=O)CC[C@@H](C)[C@H]1CC[C@H]2[C@@H]3CC[C@@H]4C[C@H](O)CC[C@]4(C)[C@H]3C[C@H](O)[C@]12C | 16% | -11%
CC(C)=CCC/C(C)=C/CO/N=C1/C[C@@H](O)[C@@H](O)[C@@H]2[C@@H]3C(=O)N(C4CCCCC4)C(=O)[C@H]3CC[C@@H]12 | -10%[10 µM] | -12%[10 µM]
CC(C)c1ncc([N+](=O)[O-])n1C | -11% | 2%
CCN1C(=O)[C@H]2[C@H]3[C@H](O)[C@H](O)C/C(=N/OC)[C@@H]3CC[C@@H]2C1=O | -3%[10 µM] | -3%[10 µM]
CC(C)(C)C(=O)C(Oc1ccc(Cl)cc1)n1ccnc1 (stereo unspecified) | -6%[10 µM] | 6%
CC(=O)N1CCC2(CCCN(c3ccc(-c4ccccc4)cc3)C2)CC1 | ? | -24%
CC1(C)CCC[C@@](C)([C@H]2CC[C@]3(C)[C@@H]2[C@H](O)CC2[C@@]4(C)CC[C@H](O)C(C)(C)[C@@H]4[C@@H](O)C[C@]23C)O1 (stereo partly specified) | ? | 5%
COCCNc1cc(-c2ccccc2C)ncn1 | 1% | 4%
CCCC[C@@H]1C[C@H]1C(NC(=O)c1ccccc1)c1ccccc1C(F)(F)F (stereo partly specified) | ? | -7%
CC[N+]1(C)[C@@H]2CC[C@H]1CC(OC(=O)[C@H]1CC[C@@](C(=O)OC3C[C@H]4CC[C@@H](C3)[N+]4(C)CC)(c3ccccc3)c3ccccc31)C2 (stereo partly specified) | -30%[16.9 µM] | -1%[17 µM]
CCCCC[C@H](O)/C=C/[C@H]1OC(=O)C[C@H](O)[C@@H]1C/C=C\CCCC(=O)O | -29% | -4%
CCNc1ncc2nc(CCc3ccccc3)c(=O)n(C3CC3)c2n1 | -10% | -3%
C=CC[C@](C)(Nc1ccc(OC)cc1)C(=O)OCC | ? | -7%
COc1ccc(C(=O)/C(Br)=C/C(=O)O)cc1 | ? | -12%
Cn1c(=O)c(-c2ccccc2)nc2cnc(N3CCNCC3)nc21 | -21% | -1%
COC1OC2COC(c3ccccc3)OC2C(O)C1O (stereo unspecified) | ? | -1%
CCOC(=O)C1=C(C)NC(c2ccccc2)=C(C(=O)OCc2ccc([N+](=O)[O-])cc2)[C@@H]1C#Cc1ccccc1 | 20% | -16%
CCCCCCCCCCCCCCCCCCCCCCCCCCCCCC | -9% | 7%
COCC(=O)N1CCC2(CC1)CCN(c1cccc(-c3ccccc3)c1)CC2 | 9% | 9%
O=C(c1csnn1)N1CCC2(CCN(Cc3ccccc3)CC2)CC1 | 4% | 2%
COc1ccc(-n2c(=O)cnc3cnc(Nc4ccccc4)nc32)cc1 | -3% | -1%
COC(=O)C1=C[C@@H](C(=O)OC)C2C3=C(C(=O)[C@@]2(C)NC(=O)c2ccccc2)[C@H](C)[C@@H]2C(=O)NC(=O)[C@@H]2[C@@H]3C1 (stereo partly specified) | -6% | 9%
CCC(C(=O)C(C)C(O)C(C)CCc1ccc(C)c(O)c1C(=O)O)C1OC(CC)(C2CC[C@@](O)(CC)C(C)O2)CC1C (stereo partly specified) | ? | 10µM*
O=C(c1cnccn1)N1CCC2(CC1)CN(C(c1ccccc1)c1ccccc1)C2 | -4% | 1%
CC1=C(C2=C(C)C(C(C)C)C3=C(C(=O)C(O)C3O)C2O)C(O)C2=C(C(O)C(O)C2=O)C1C(C)C (stereo unspecified) | 23% | 1%
C=C(C)[C@H]1CC=C(CO)CC1 | -2% | -4%

Pulled by structure from the list above:
SMILES | RORgamma inh | VP16 counter
COc1ccc(-n2c(=O)cnc3cnc(Nc4ccccc4)nc32)cc1 | -3% | -1%
O=C(c1csnn1)N1CCC2(CCN(Cc3ccccc3)CC2)CC1 | 4% | 2%

Continuation:
SMILES | RORgamma inh | VP16 counter
O=C(NCc1ccccn1)C1(C(F)(F)F)CC(CCCO)CCCO1 (stereo unspecified) | 8% | 1%
C[C@@H]1[C@H]2CC[C@@H]3[C@@H]4CC=C5C[C@@H](N(C)C)CC[C@]5(C)[C@@H]4CC[C@@]32CN1C | -12%[16.9 µM] | 2%[17 µM]
COC(=O)[C@@H]1C[C@H]1[C@@H](NC(=O)c1cc(C)nn1C)c1ccccc1 | -5% | 8%
CCCCC/C=C/C=C/C=O | 11% | -6%
COC(=O)[C@H](Cc1ccccc1)NC(=O)O[C@@H]1C(=O)c2cc(OC)ccc2O[C@H]1c1cccc(OC)c1 | 22% | -24%
CO[C@@H]1COC(=O)C/C=C\[C@@H](C)[C@H](OC)COC(=O)C/C=C\[C@H]1C | -13%[10 µM] | 0%[10 µM]
O=c1c(-c2ccc(F)cc2)nc2cncnc2n1Cc1ccccc1 | -8% | -7%
FC(F)(F)c1cc(NC(=S)NC23CC4CC(CC(C4)C2)C3)cc(C(F)(F)F)c1 | -18% | ?
Cc1ccc(-c2ccc(C3C4C=CCC(C)C4C(=O)N3Cc3ccccc3)c(F)c2)cc1 (stereo unspecified) | -1% | -5%
N[C@@H](Cc1ccc(O)cc1)C(=O)O | 3% | 0%
CC[C@@H]1OC(=O)[C@@H](C)[C@H](O[C@H]2C[C@@](C)(OC)[C@@H](O)[C@H](C)O2)C(C)[C@H](O[C@H]2O[C@@H](C)C[C@@H](N(C)C)[C@@H]2O)[C@@](C)(O)C[C@H](C)C(=O)[C@@H](C)[C@H](O)[C@@]1(C)O (stereo partly specified) | 14% | 4%
COc1ccc2[nH]cc(CCNc3cc(-c4ccoc4)ncn3)c2c1 | 11% | 2%
CCN1C(=O)[C@H]2[C@H]3[C@H](O)[C@H](O)C/C(=N/OCC[C@H]4C=C[C@H](OC(C)=O)[C@@H](COC(C)=O)O4)[C@@H]3CC[C@@H]2C1=O | -17%[10 µM] | 6%[10 µM]
Cc1cccn2c(=O)c(-c3nnn[nH]3)cnc12 | -15% | -1%
O=C(c1cc(C(F)(F)F)cc(C(F)(F)F)c1)N1CCC2(CCN(Cc3ccncc3)CC2)CC1 | -4% | 1%
C[C@H](C(=O)O)c1ccc2cc(O)ccc2c1 | -23% | -11%
CCCCC/C=C\C[C@H](O)/C=C/C=C/C=C/[C@@H](O)CCCC(=O)O | 7% | 3%
CCCCC[C@H](O)C/C=C1/C(=O)C=C[C@@H]1C/C=C\CCCC(=O)O | -44% | -6%
COC(=O)C1CC1[C@H](NC(=O)c1cccnc1)c1ccccc1 (stereo partly specified) | -24% | 1%
C=C(C(=O)C(C)(C)O)C(O)c1ccc([N+](=O)[O-])cc1 (stereo unspecified) | -10% | -3%
COc1ccc(-c2coc3c(OC)c(OC)cc(OC)c3c2=O)cc1 | 9% | -7%
COc1ccc2c3c([nH]c2c1)[C@@H]1C[C@@H]2[C@@H](C[C@H](O)[C@H](OC)[C@H]2C(=O)O)CN1CC3 | 1%[16.9 µM] | 2%[17 µM]

Among those listed so far, these contain an NH in an aromatic ring.
SMILES | RORgamma inh | VP16 counter
Cc1cc2nc3c(=O)[nH]c(=O)nc-3n(CC(O)C(O)C(O)CO)c2cc1C (stereo unspecified) | -37% | 1%
CCCCCCNC(=O)n1cc(F)c(=O)[nH]c1=O | -7% | -10%
O=C(/C=C/c1c(C(=O)O)[nH]c2cc(Cl)cc(Cl)c12)Nc1ccccc1 | -12% | -7%
COc1ccc2[nH]cc(CCNc3cc(-c4ccoc4)ncn3)c2c1 | 11% | 2%
Cc1cccn2c(=O)c(-c3nnn[nH]3)cnc12 | -15% | -1%
COc1ccc2c3c([nH]c2c1)[C@@H]1C[C@@H]2[C@@H](C[C@H](O)[C@H](OC)[C@H]2C(=O)O)CN1CC3 | 1%[16.9 µM] | 2%[17 µM]
